Eya2 inh = qHTS Assay for Inhibitors of the Phosphatase Activity of Eya2. Potency, µM (doses to about 76.9 µM), without a hit: at the highest dose activity, negative = inhibition, usual class: inhibitors. recombinant Eya2, OMFP fluorescence dephosphorylation (OMFP is methylfluorescein phosphate). AID 488837, 2010. 0.006% of 330,000 active; note: potency is the fitted concentration of half-maximal effect; % is set by controls: 0 for no effect and ±100 for the full control effect
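Eya2 (0.2 uM) preincubated 10 min at ambient with compound, then OMFP substrate added at 50 uM; 10 min reaction in 50 mM HEPES pH 7.5, 50 mM NaCl, 5 uM MgCl2, 0.05% BSA, 1 mM DTT. Fluorescence read at Ex 485/Em 525 nm.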
ELG1 DNA repair = qHTS screen for small molecules that inhibit ELG1-dependent DNA repair in human embryonic kidney (HEK293T) cells expressing luciferase-tagged ELG1. HEK293T ELG1-luciferase reporter, luminescence, 16 h; DNA damage induced by 5-fluorouridine. Potency, µM (series often up to 46.1 µM), without a hit: top-dose activity change, negative = inhibition, hits mostly inhibitors. 2.3% of 330,000 active. AID 504467, 2011; note: potency is the fitted concentration of half-maximal effect; % is set by controls: 0 for no effect and ±100 for the full control effect; nearly all actives have a fitted effect of over 55% in size
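Overnight (16 hr) co-exposure of 2,000 cells/well to 5-fluorouridine and compound at 37 °C preceded detection. Luciferase was quantified via ONE-Glo luminescence; loss of signal denotes inhibition.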
Mito fusion yeast = qHTS Assay for Small Molecule Inhibitors of Mitochondrial Division or Activators of Mitochondrial Fusion; S. cerevisiae fusion-defective mutant growth rescue, CellTiterGlo 48 h; Potency, µM (titrated, usually from 46.1 µM), without a hit: at the highest dose growth rescue (activation), most hits filed as activators; 0.23% of 320,000 active; AID 485298, 2010;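 note: potency is the fitted concentration of half-maximal effect; % of control where 0% means no effect; nearly all actives have a fitted effect of over 45% in size; temperature-sensitive fusion mutants such as fzo1-1 at 37 °C on non-fermentable ethanol glycerol medium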
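Read-out: ATP-based luminescence (CellTiterGlo, 10 min ambient) reporting growth of fusion-defective ts yeast after 48 hours at 37C on glycerol/ethanol YPEG medium in the presence of compound.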
AT treatment = qHTS Assay for Identifying a Potential Treatment of Ataxia-Telangiectasia; […] A-T fibroblasts, KAP-1 phosphorylation AlphaLISA; neocarzinostatin DNA damage 30 min before lysis; Potency, µM (titrated, usually from 57.5 µM), inactives show at the top dose activation, usual class: activators; 0.19% of 320,000 active; AID 485349, 2010; note: potency is the fitted concentration of half-maximal effect; % of control where 0% means no effect; nearly all actives have a fitted effect of over 45% in size
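ATM-like activity read as KAP-1 phosphorylation via AlphaLISA donor/acceptor antibody pairs after lysis and 6 hr at 25C. Cells were ATM-null patient fibroblasts ([…], hTERT), dosed 60 min, then exposed to the DSB inducer NCS for 30 min.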
a7 integrin act = qHTS for Activators of Integrin-Mediated Alleviation for Muscular Dystrophy; alpha7betagal myoblasts, beta-gal FDG fluorescence, 48 h; Potency, µM (top dose mostly 38.3 µM), inactives show at the top dose activation, most hits filed as activators; 0.064% of 350,000 active; AID 624291, 2012;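 note: potency is the fitted concentration of half-maximal effect; 100% = response of the positive control SU9516; nearly all actives have a fitted effect of over 60% in size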
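Alpha7betagal+/- myoblasts (passage 13) were plated 16-24 hr, then exposed to compounds (1:260 dilution of DMSO stock) for 48 hours at 37C. After MPER lysis, β-galactosidase reporter activity was read as FDG fluorescence (ex 480/em 540) after 30 minutes.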
BCR signal inh = qHTS Assay to Find Inhibitors of Chronic Active B-Cell Receptor Signaling; ABC-DLBCL IkBa-CBG/CBR reporter, luminescence ratio, 4 h; Potency, µM (doses to about 46.1 µM), for inactives: at the top dose ratio change, negative = lower green/red ratio, usual class: inhibitors; AID 493014, 2011; 0.05% of 340,000 active; active = well fitted inhibition curve with a large enough effect in the signal ratio, with a control signal flat, not every such curve was filed as active; inconclusive = small, poorly fitted or top-dose-only effect, or effect the other way, or a change in a side signal; the % refers to the signal ratio;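 note: potency is the fitted concentration of half-maximal effect; plate controls were basal doxycycline-induced cells for no effect and cells given 10 µM MG132 for full effect; MG132 reads +100%, hits lower the ratio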
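Concentration-response series (up to 46 uM) were applied to TMD8 dual-reporter cells for 4 h at 37C with doxycycline. Green/red ratio, after filter-overlap correction, defined %Activity; red signal alone was normalised to basal cells and zero luminescence.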
Tb PFK block = qHTS Assay to Find Inhibitors of T. brucei phosphofructokinase; T. brucei PFK, ADP-Glo luminescence; Potency, µM (highest dose often 57.5 µM), inactives show at the top dose activity, negative = inhibition, hits mostly inhibitors; 0.17% of 330,000 active; AID 485367, 2010;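 note: potency is the fitted concentration of half-maximal effect; 0% = uninhibited 1x PFK enzyme wells and -100% = no-enzyme wells; nearly all actives have a fitted effect of over 60% in size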
Target sequence (O15648 whole entry, looked up): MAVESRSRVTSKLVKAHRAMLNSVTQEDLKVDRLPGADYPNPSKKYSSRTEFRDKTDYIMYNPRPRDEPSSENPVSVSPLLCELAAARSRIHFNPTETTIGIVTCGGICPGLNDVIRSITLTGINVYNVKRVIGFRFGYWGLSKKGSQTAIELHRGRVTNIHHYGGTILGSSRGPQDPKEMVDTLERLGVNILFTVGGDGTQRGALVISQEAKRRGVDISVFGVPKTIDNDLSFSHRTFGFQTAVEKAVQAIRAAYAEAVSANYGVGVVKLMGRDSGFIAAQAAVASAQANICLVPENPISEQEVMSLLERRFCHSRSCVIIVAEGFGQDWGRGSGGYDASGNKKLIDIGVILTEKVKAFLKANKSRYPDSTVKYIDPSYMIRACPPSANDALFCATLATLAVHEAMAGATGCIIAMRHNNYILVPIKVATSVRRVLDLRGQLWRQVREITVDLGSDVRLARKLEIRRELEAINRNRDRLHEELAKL
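In TEA buffer at pH 8.0 with 5 mM MgCl2, enzyme (1.25 nM) converted F6P (0.5 mM) and ATP (0.1 mM) for 45 min at room temperature. ADP product was read by luciferase luminescence.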
S-ASM inh = Inhibitors of Secretory Acid Sphingomyelinase (S-ASM): qHTS; 0.006% of 340,000 active; placental ASM, HMU-PC fluorogenic substrate, 60 min; Potency, µM (titrated, usually from 57.5 µM), for the others: at the top dose activity change, negative = inhibition, most hits filed as inhibitors; AID 504937, 2011; note: potency is the fitted concentration of half-maximal effect
Target sequence (P17405 47-631 limits assumed): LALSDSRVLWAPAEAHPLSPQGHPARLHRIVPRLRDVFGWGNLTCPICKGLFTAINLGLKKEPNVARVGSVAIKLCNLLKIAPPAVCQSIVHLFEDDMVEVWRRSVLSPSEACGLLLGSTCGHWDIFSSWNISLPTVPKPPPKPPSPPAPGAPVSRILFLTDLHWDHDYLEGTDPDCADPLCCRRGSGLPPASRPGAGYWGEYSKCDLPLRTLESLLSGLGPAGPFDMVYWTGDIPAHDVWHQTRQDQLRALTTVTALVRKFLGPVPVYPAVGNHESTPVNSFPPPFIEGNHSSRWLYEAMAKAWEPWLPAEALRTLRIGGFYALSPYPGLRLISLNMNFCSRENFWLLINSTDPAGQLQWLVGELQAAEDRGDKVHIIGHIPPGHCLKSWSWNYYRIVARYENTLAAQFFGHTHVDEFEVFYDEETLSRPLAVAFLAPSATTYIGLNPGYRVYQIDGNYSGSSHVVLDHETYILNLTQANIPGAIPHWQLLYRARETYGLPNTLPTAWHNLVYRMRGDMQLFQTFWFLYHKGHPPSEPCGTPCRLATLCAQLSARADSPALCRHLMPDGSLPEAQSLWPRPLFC
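Human placenta-derived ASM enzyme was preincubated with compound for 10 minutes at room temperature, then given fluorogenic substrate HMU-PC0 (9 uM final) for 60 minutes at 37 °C; a pH 10 stop preceded fluorescence reading at Ex 386/Em 447 nm.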
TCR activator = Activators of T cell receptors: qHTS campaign; primary human leukocytes, anti-CD3, IL-2 HTRF, 48 h; Potency, µM (top dose mostly 9.22 µM), inactives show at the highest dose activation of IL-2 secretion, hits mostly activators; 330,000 tested, under 10 active; note: % of control where 0% means no effect
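Readout: HTRF IL-2, Eu-cryptate/d2 antibody pair, 320nm excitation, 665nm emission. Stimulus: a-CD3 beads, no co-stimulation. Cells: primary human leukocytes. Exposure: 48 hr with compound.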
PTAP TSG101 blk = qHTS Assay for Iinhibitors of HIV-1 Budding by Blocking the Interaction of PTAP/TSG101; Fluorescence polarization, FITC-PTAP peptide / Tsg101 binding; Potency, µM (top dose mostly 115 µM), for the others: top-dose activity change, negative = inhibition, actives largely listed as inhibitors; 340,000 tested, under 10 active; active = well fitted inhibition curve with a large enough effect in the main read-out, with a control signal flat, not every such curve was filed as active; inconclusive = small, poorly fitted or top-dose-only effect, or effect the other way, or a change in a side signal; inactive = no such curve, though single readings can be large or run the other way; note: potency is the fitted concentration of half-maximal effect; % of control where 0% means no effect
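Fluorescence polarization binding of Tsg101 binding domain (10 uM final) to FITC-labeled PTAP peptide (50 nM final) in HEPES pH 7.5 buffer with NaCl, Tween 20, EDTA, TCEP. Compounds added before peptide; binding 20 min at RT.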
TSHR antag = Antagonists of the Thyroid Stimulating Hormone Receptor: HTS campaign | Thyrotropin receptor (Homo sapiens), P16473 | TSHR-expressing cells, TSH-stimulated cAMP HTRF, 2 h; stronger effect = lower value | activity change, negative = inhibition, % at 11.5 µM | 0.2% of 330,000 active | AID 504810, 2011;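 active = activity change below a set negative limit, meaning inhibition stronger than a set level, cut at about -70% in these data; inconclusive = activity change between two set negative limits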; note: % is set by controls: 0 for no effect and ±100 for the full control effect
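Freshly harvested TSHR cells receive pin-tooled compound, then EC80 TSH at 4nM final. After 2 hours at 37 deg C, antibody in lysis buffer and cAMP-d2 are added; 30 minutes at ambient temperature precede the HTRF read.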
The depositor's hits bear a star; ? = inconclusive; . = not tested or not shown; [ ] = another dose, or the depositor's remark. Unless noted, calls come from the whole dose curve; as a rule, active = well fitted curve in the direction sought with a large enough effect; inconclusive = small, poorly fitted or top-dose-only effect, or another doubt; inactive = no such curve, though single readings can be large; an effect the other way counts as inactive or inconclusive.

Start of the listing, in advance, 7 compounds:
The line under a structure holds: Eya2 inh | ELG1 DNA repair | Mito fusion yeast | AT treatment | a7 integrin act | BCR signal inh | Tb PFK block | S-ASM inh | TCR activator | PTAP TSG101 blk | TSHR antag
- CC1(c2cc(C(F)(F)F)n3nc(C(=O)O)cc3n2)CC1
    -2% | 8% | 0% | 3% | 12% | ? | 1% | 6% | 4%[46.1 µM] | -5% | -14
- COC(=O)C(C)Oc1ccc(Oc2nc(Cl)ccc2Cl)cc1 (centres undefined)
    0% | -9% | 1% | 9% | ? | -9% | 0% | 6% | 6% | -2% | 4
- Cc1ccc(C(=O)N/C(=C\c2cccs2)C(=O)N2CCOCC2)cc1C
    4% | 1% | 0% | 12% | 42% | 0% | 1% | -4% | 1% | -4% | -5
- Cc1c(N(C(=O)CNC(=O)c2ccccc2)C2(C(=O)NC3CCCCC3)CCCCC2)c(=O)n(-c2ccccc2)n1C
    3% | 1% | 5% | -1% | 18% | 2% | -1% | 1% | -5% | 0% | -2
- O=C(c1ccc(CS(=O)c2cccc(Cl)c2)o1)N1CCOCC1 (centres undefined)
    -6% | 16% | 0% | -2% | 12% | -5% | 1% | 8% | -5% | -3% | 1
- Cc1cc(S(=O)(=O)N2CCN(c3ccccc3O)CC2)c(C)s1
    -17% | -7% | 4% | 5% | 18% | ? | -2% | 0% | 4% | 0% | -7
- Cc1ccccc1N1CCN(S(=O)(=O)Cc2ccccc2)CC1
    -23% | 7% | 4% | -12% | 0% | ? | ? | -4% | -1% | 2% | -6

The list itself, from the start:
The line under a structure holds: Eya2 inh | ELG1 DNA repair | Mito fusion yeast | AT treatment | a7 integrin act | BCR signal inh | Tb PFK block | S-ASM inh | TCR activator | PTAP TSG101 blk | TSHR antag
- CC1(c2cc(C(F)(F)F)n3nc(C(=O)O)cc3n2)CC1
    -2% | 8% | 0% | 3% | 12% | ? | 1% | 6% | 4%[46.1 µM] | -5% | -14
- COC(=O)C(C)Oc1ccc(Oc2nc(Cl)ccc2Cl)cc1 (centres undefined)
    0% | -9% | 1% | 9% | ? | -9% | 0% | 6% | 6% | -2% | 4
- Cc1ccc(C(=O)N/C(=C\c2cccs2)C(=O)N2CCOCC2)cc1C
    4% | 1% | 0% | 12% | 42% | 0% | 1% | -4% | 1% | -4% | -5
- Cc1c(N(C(=O)CNC(=O)c2ccccc2)C2(C(=O)NC3CCCCC3)CCCCC2)c(=O)n(-c2ccccc2)n1C
    3% | 1% | 5% | -1% | 18% | 2% | -1% | 1% | -5% | 0% | -2
- O=C(c1ccc(CS(=O)c2cccc(Cl)c2)o1)N1CCOCC1 (centres undefined)
    -6% | 16% | 0% | -2% | 12% | -5% | 1% | 8% | -5% | -3% | 1
- Cc1cc(S(=O)(=O)N2CCN(c3ccccc3O)CC2)c(C)s1
    -17% | -7% | 4% | 5% | 18% | ? | -2% | 0% | 4% | 0% | -7
- Cc1ccccc1N1CCN(S(=O)(=O)Cc2ccccc2)CC1
    -23% | 7% | 4% | -12% | 0% | ? | ? | -4% | -1% | 2% | -6
- C[C@H](CO)N1C[C@H](C)[C@@H](CN(C)S(=O)(=O)c2ccc(F)cc2)Oc2ccc(NC(=O)Cc3ccccc3)cc2C1=O
    7% | -11% | . | 6% | 6% | 2% | 3% | 4% | -7% | -6% | -8
- CCOc1ccccc1NC(=O)CNC(=O)N1CC(=O)Nc2ccccc21
    1% | -2% | 1% | 3% | 26% | -2% | 5% | 4% | 2% | -1% | 29
- O=C(NCCN1CCOCC1)c1ccc(NS(=O)(=O)c2ccccc2)cc1
    -7% | 8% | 0% | 10% | ? | -5% | -3% | 3% | 5% | -4% | -11
- O=C(Nc1cccc(C(F)(F)F)c1)C1CCCCC1
    -14% | -8% | 6% | 0% | 11% | ? | 0% | -2% | 1% | -1% | -2
- O=C(Nc1ccc2oc(-c3ccncc3)nc2c1)c1ccco1
    -4% | ? | -6% | 0% | 37% | 5% | -25% | 21% | -2% | 0% | -4
- CCCCn1c(=O)[nH]c(=O)c2c1nc(COc1ccc(C#N)cc1)n2CCC
    7% | ? | 3% | 3% | -17% | 9% | -5% | 2% | 4% | -6% | -15
- CCN(CC)CCN1CCn2c3c(c4cc(C)ccc42)CCCC31 (centres undefined)
    -3% | 11% | -6% | 1% | -74%[inhibitor] | ? | 1% | 4% | 11%[46.1 µM] | 0% | 5
- O=C(C(=C1NCCN1)n1cncn1)c1ccccc1
    3% | 1% | -2% | 22% | 11% | 2% | -3% | 4% | 0%[46.1 µM] | -5% | -3
- N/C(=N\OC(=O)c1cnn(-c2ccccc2)c1C(F)(F)F)c1ccc(C(F)(F)F)cc1
    15% | 1% | 17% | 5% | -2% | 7% | -4% | -3% | 0% | 0% | 3
- COc1ccccc1NCC(=O)N/N=C(\C)c1cccs1
    2% | ? | -12% | -3% | -7% | ? | 2% | -1% | 5% | -7% | -2
- O=C(NCCCO)c1cc([N+](=O)[O-])cc2c1C=Cc1ccccc1O2
    15% | -3% | -3% | -1% | -10% | ? | -10% | -10% | 2% | -6% | -9
- CCOc1ccccc1OCCOc1ccccc1OC(C)C
    -9% | -7% | 2% | -2% | -7% | 13% | 3% | 1% | -1% | -1% | -11
- O=C(c1ccc(N2C(=O)C3CCCCC3C2=O)cc1)N1CCCCC1 (centres undefined)
    -4% | -3% | -5% | 4% | 8% | 0% | -1% | 14% | 1%[46.1 µM] | -3% | 15
- COc1ccc(CC(=O)OCC(=O)NCc2ccc(C)cc2)cc1OC
    4% | 9% | . | 3% | 14% | 0% | -6% | 18% | 2%[46.1 µM] | 1% | -1
- CCCCSc1nnc(-c2c[nH]c3ccccc23)n1C
    -14% | ? | -2% | 1% | 22% | 7% | 2% | -3% | 9% | -8% | -16
- COc1ccccc1N1CCN(Cc2cc(=O)n3ccsc3n2)CC1
    0% | -5% | -1% | -2% | -18% | -2% | 3% | 5% | 4% | -12% | -10
- CCC(=O)NC(c1cccc([N+](=O)[O-])c1)c1c(O)ccc2ccccc12 (centres undefined)
    -2% | 0% | ? | -6%[11.5 µM] | 21% | -3% | 0% | -4% | 0% | -7% | -2
- C/C(Cl)=C\CNC(C)c1ccccc1 (centres undefined)
    -6% | -2% | -2% | 11% | 24% | 6% | -9% | -3% | -5% | -1% | -12
- O=C(NC1CCS(=O)(=O)C1)c1ccc(-c2ccc(Br)cc2)o1 (centres undefined)
    1%[15.4 µM] | 2% | 12% | -1% | 15% | ? | 1% | 0% | 4% | -6% | -5
- Cc1ccc2c(CN3CCCCC3C)cc(=O)oc2c1 (centres undefined)
    -5% | 13% | -5% | -1% | -21% | -7% | 0% | 0% | 4% | -3% | 8
- Cc1nc2ccc(S(=O)(=O)NC(C(=O)N3CCC(C)CC3)C(C)C)cc2s1 (centres undefined)
    2% | 8% | 0% | 1% | 23% | 0% | -1% | 0% | -2% | -3% | -4
- Cc1ccc(C(=O)OCCN(C)Cc2ccccc2)cc1
    -1% | 14% | 0% | 1% | ? | ? | 6% | 0% | -1% | 0% | 2
- COc1ccc(/C=N\N2CCN(Cc3ccccc3Cl)CC2)cc1
    4% | -9% | 1% | -23% | ? | 0% | 2% | 5% | -1% | -5% | 4
- CCCCN1C(=O)C2(NNc3ccccc3O2)c2ccccc21 (centres undefined)
    -8% | ? | -9% | 5% | -40% | ? | -1% | -24% | 3% | 13% | 8

Screening results: PubChem BioAssay, National Center for Advancing Translational Sciences (NCATS)
